Screening data: PubChem, National Center for Advancing Translational Sciences (NCATS)
TSHR antagonist – Antagonists of the Thyroid Stimulating Hormone Receptor: HTS campaign; Thyrotropin receptor (Homo sapiens), P16473; TSHR-expressing cells, TSH-stimulated cAMP HTRF, 2 h; hits give low values; activity change, negative = inhibition, % at 11.5 µM; 330,000 compounds, 0.2% hits; AID 504810, 2011;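 active means activity change below a set negative limit, meaning inhibition stronger than a set level, cut at about -70% in these data; inconclusive means activity change between two set negative limits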; further: on the % scale 0 is the no-effect control and ±100 the full control effect
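Read-out is FRET at 665 nm (cryptate excitation 337 nm) from a cryptate-tagged anti-cAMP antibody, competed by cell cAMP against cAMP-d2. Compounds are tested on freshly harvested TSHR cells challenged with 4nM TSH (EC80) for 2 hours at 37 deg C.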
TCR activator – Activators of T cell receptors: qHTS campaign. primary human leukocytes, anti-CD3, IL-2 HTRF, 48 h. Potency, µM (titrated, usually from 9.22 µM), for inactives: at the highest dose activation of IL-2 secretion, usual class: activators. 330,000 tested, under 10 active; further: % of control where 0% means no effect
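IL-2 produced over 48 hr by a-CD3 bead-stimulated primary human leukocytes exposed to compounds was detected with a homogeneous time-resolved FRET immunoassay, 665nm acceptor signal after 320nm excitation.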
B2AR arrestin – qHTS assay of beta-arrestin-biased ligands of beta2-adrenergic receptor. Beta-2 adrenergic receptor (Homo sapiens), P07550. beta-arrestin recruitment to beta2AR, cell-based reporter. Potency, µM (highest dose often 46.1 µM), inactives show at the highest dose activation, actives largely listed as activators. 330,000 compounds, 0.02% hits. AID 492947, 2010;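 further: potency means the concentration at half of the fitted maximal effect; 0% = DMSO controls and full agonism = EC100 isoproterenol or metaproterenol; nearly all actives have a fitted effect of over 65% in size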
Target sequence (P07550 whole entry, looked up): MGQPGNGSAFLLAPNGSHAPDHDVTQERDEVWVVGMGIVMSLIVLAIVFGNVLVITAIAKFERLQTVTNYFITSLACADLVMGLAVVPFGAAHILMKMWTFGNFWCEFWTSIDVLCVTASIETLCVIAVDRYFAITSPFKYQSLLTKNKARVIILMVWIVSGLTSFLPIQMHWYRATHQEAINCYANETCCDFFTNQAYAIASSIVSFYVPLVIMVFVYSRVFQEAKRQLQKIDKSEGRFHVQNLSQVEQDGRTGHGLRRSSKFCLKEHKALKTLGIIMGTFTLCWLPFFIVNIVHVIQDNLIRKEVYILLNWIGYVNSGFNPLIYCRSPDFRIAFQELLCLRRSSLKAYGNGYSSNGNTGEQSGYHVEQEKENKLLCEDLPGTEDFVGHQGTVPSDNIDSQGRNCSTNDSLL
Tb PFK inh – qHTS Assay to Find Inhibitors of T. brucei phosphofructokinase; ATP-dependent 6-phosphofructokinase (Trypanosoma brucei brucei), O15648; T. brucei PFK, ADP-Glo luminescence; Potency, µM (doses to about 57.5 µM), for the others: at the top dose activity, negative = inhibition, actives largely listed as inhibitors; 330,000 compounds, 0.17% hits;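 further: potency means the concentration at half of the fitted maximal effect; 0% = uninhibited 1x PFK enzyme wells and -100% = no-enzyme wells; nearly all actives have a fitted effect of over 60% in size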
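1.25 nM PFK with 0.5 mM F6P and 0.1 mM ATP in 0.1 M TEA pH 8.0, 5 mM MgCl2, incubated 45 min at room temperature; ADP measured by ADP-Glo luminescence; compounds titrated up to 57 uM.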
BCR signal inh – qHTS Assay to Find Inhibitors of Chronic Active B-Cell Receptor Signaling; Potency, µM (top dose mostly 46.1 µM), for inactives: top-dose ratio change, negative = lower green/red ratio, hits mostly inhibitors; AID 493014, 2011; 340,000 compounds, 0.05% hits; ABC-DLBCL IkBa-CBG/CBR reporter, luminescence ratio, 4 h; active means well fitted inhibition curve with a large enough effect in the signal ratio, with a control signal flat, not every such curve was filed as active; inconclusive means small, poorly fitted or top-dose-only effect, or effect the other way, or a change in a side signal; the % refers to the signal ratio;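 further: potency means the concentration at half of the fitted maximal effect; plate controls were basal doxycycline-induced cells for no effect and cells given 10 µM MG132 for full effect; MG132 reads +100%, hits lower the ratio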
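Concentration-response series (up to 46 uM) were applied to TMD8 dual-reporter cells for 4 h at 37C with doxycycline. Green/red ratio, after filter-overlap correction, defined %Activity; red signal alone was normalised to basal cells and zero luminescence.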
Mito fusion yeast – qHTS Assay for Small Molecule Inhibitors of Mitochondrial Division or Activators of Mitochondrial Fusion | S. cerevisiae fusion-defective mutant growth rescue, CellTiterGlo 48 h | Potency, µM (series often up to 46.1 µM), inactives show top-dose growth rescue (activation), hits mostly activators | 320,000 compounds, 0.23% hits | AID 485298, 2010;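 further: potency means the concentration at half of the fitted maximal effect; % of control where 0% means no effect; nearly all actives have a fitted effect of over 45% in size; temperature-sensitive fusion mutants such as fzo1-1 at 37 °C on non-fermentable ethanol glycerol medium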
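S. cerevisiae fusion-defective temperature-sensitive mutants (e.g. fzo1-1, mgm1-5) grown 48 h at 37C in YPEG (ethanol/glycerol non-fermentable) medium with 23 nl compound per well; growth rescue read as CellTiterGlo luminescence.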
PTAP TSG101 blk – qHTS Assay for Iinhibitors of HIV-1 Budding by Blocking the Interaction of PTAP/TSG101; Fluorescence polarization, FITC-PTAP peptide / Tsg101 binding; 340,000 tested, under 10 active; Tumor susceptibility gene 101 protein (Homo sapiens), Q99816; Potency, µM (series often up to 115 µM), inactives show top-dose activity change, negative = inhibition, hits mostly inhibitors; active means well fitted inhibition curve with a large enough effect in the main read-out, with a control signal flat, not every such curve was filed as active; inconclusive means small, poorly fitted or top-dose-only effect, or effect the other way, or a change in a side signal; inactive means no such curve, though single readings can be large or run the other way; further: potency means the concentration at half of the fitted maximal effect; % of control where 0% means no effect
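Fluorescence anisotropy tracks displacement of a FITC-tagged PTAP peptide (50 nM) from the Tsg101 binding domain (10 uM), following a 20 min room-temperature incubation at pH 7.5.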
Eya2 phos inh – qHTS Assay for Inhibitors of the Phosphatase Activity of Eya2 | Protein phosphatase EYA2 (Homo sapiens), O00167 | recombinant Eya2, OMFP fluorescence dephosphorylation (OMFP is methylfluorescein phosphate) | Potency, µM (top dose mostly 76.9 µM), inactives show top-dose activity, negative = inhibition, actives largely listed as inhibitors | 330,000 compounds, 0.006% hits | AID 488837, 2010; further: potency means the concentration at half of the fitted maximal effect; on the % scale 0 is the no-effect control and ±100 the full control effect
Target sequence (O00167 whole entry, looked up): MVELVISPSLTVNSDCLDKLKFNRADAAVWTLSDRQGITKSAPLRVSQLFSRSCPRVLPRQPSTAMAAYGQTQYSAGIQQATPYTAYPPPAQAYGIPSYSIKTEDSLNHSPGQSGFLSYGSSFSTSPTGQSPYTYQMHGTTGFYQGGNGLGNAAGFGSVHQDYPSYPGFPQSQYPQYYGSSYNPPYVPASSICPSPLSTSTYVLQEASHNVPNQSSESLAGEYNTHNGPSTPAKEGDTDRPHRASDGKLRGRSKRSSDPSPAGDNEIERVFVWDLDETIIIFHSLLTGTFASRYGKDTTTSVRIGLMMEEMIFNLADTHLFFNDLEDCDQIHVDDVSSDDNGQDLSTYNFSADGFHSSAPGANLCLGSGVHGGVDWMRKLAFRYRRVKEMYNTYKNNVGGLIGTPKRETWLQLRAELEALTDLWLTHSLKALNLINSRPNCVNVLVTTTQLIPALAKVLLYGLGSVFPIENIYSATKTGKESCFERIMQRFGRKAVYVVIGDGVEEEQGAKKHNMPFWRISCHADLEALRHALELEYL
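Eya2 (0.2 uM) preincubated 10 min at ambient with compound, then OMFP substrate added at 50 uM; 10 min reaction in 50 mM HEPES pH 7.5, 50 mM NaCl, 5 uM MgCl2, 0.05% BSA, 1 mM DTT. Fluorescence read at Ex 485/Em 525 nm.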
ELG1 DNA repair – qHTS screen for small molecules that inhibit ELG1-dependent DNA repair in human embryonic kidney (HEK293T) cells expressing luciferase-tagged ELG1 | 330,000 compounds, 2.3% hits | HEK293T ELG1-luciferase reporter, luminescence, 16 h; DNA damage induced by 5-fluorouridine | Potency, µM (top dose mostly 46.1 µM), for the others: top-dose activity change, negative = inhibition, actives largely listed as inhibitors; further: potency means the concentration at half of the fitted maximal effect; on the % scale 0 is the no-effect control and ±100 the full control effect; nearly all actives have a fitted effect of over 55% in size
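Quantitative HTS, concentration-response format. 2,000 cells/well co-treated with 5-fluorouridine and compound, 16 hr in 5% CO2 at 37 °C; ONE-Glo luminescence read after 30 min.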
uPA surface inh – qHTS for Inhibitors of Cell Surface uPA Generation. Potency, µM (series often up to 38.3 µM), inactives show at the highest dose activity change, negative = inhibition, hits mostly inhibitors. cell surface uPA generation assay, qHTS. AID 540303, 2011. 330,000 compounds, 0.31% hits; active means well fitted inhibition curve with a large enough effect; inconclusive means small, poorly fitted or top-dose-only effect; inactive means no such curve, though single readings can be large or run the other way; tested in mouse RAW 264.7 cells; further: potency means the concentration at half of the fitted maximal effect; on the % scale 0 is the no-effect control and ±100 the full control effect; nearly all actives have a fitted effect of over 55% in size
USP2a inh – qHTS Assay for Inhibitors of Ubiquitin-specific Protease USP2a Using CHOP2 as the Reporter; Ubiquitin carboxyl-terminal hydrolase 2 (Homo sapiens), O75604; Potency, µM (top dose mostly 38.3 µM), inactives show at the highest dose activity change, negative = inhibition, most hits filed as inhibitors; 330,000 compounds, 0.01% hits; USP2 core, Ub-CHOP2 coupled fluorogenic reporter, 485/531;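 further: potency means the concentration at half of the fitted maximal effect; plate controls were DMSO wells for no effect and full inhibition by NEM control for full effect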
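Cell-free coupled assay: 10nM USP2 core preincubated 30min RT with compound in Tris-HCl pH 8.0/CaCl2/CHAPS buffer, then 25nM Ub-CHOP2 and 25nM reporter substrate; fluorescence (Ex 485/Em 531) read after 60min RT, normalized to NEM inhibition, concentration-response curves fitted.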
Numbers without * were called inactive; u = inconclusive; x = not tested or not shown; [ ] = remark or other dose. Unless noted, the call rests on the fitted dose curve; in most records, active means well fitted curve in the direction sought with a large enough effect; inconclusive means small, poorly fitted or top-dose-only effect, or another doubt; inactive means no such curve, though single readings can be large; an effect the other way counts as inactive or inconclusive. Rows were taken by chance. About 3% of those tested had a hit in this group.

SMILES	TSHR antagonist	TCR activator	B2AR arrestin	Tb PFK inh	BCR signal inh	Mito fusion yeast	PTAP TSG101 blk	Eya2 phos inh	ELG1 DNA repair	uPA surface inh	USP2a inh
Cc1ccc(/C=C/C(=O)Nc2cccc(S(=O)(=O)N3CCOCC3)c2)o1	1	-3%[46.1 µM]	-0.1%	-19%	u	-2%	2%	6%	-6%	-1%	4%
CCc1ccc(NC(=O)CCc2nc3ccccc3[nH]2)cc1	-2	8%	0.2%	0%	-2%	-1%	-1%	-24%	-4%	1%	5%
O=C(NN=C1C2CC3CC(C2)CC1C3)c1ccccc1O	-3	-2%	-0.6%	1%	u	0%	-1%	2%	-5%	5%	0%
CC(=O)Nc1ccc(SCC(=O)N(CCC#N)c2cc(C)cc(C)c2)cc1	9	-6%	0.4%	-2%	u	-3%	-7%	-1%	-10%	1%	5%
FC(F)(F)c1cnc(N2CCC(=NOCc3ccc(Cl)cc3)CC2)c(Cl)c1	4	-4%	0.3%	-3%	14%	-5%	-1%	-10%	-2%	x	1%
Cc1nc(S(=O)(=O)c2ccc(Cl)cc2)c(NCc2ccccc2)o1	-1	3%	0.4%	3%	u	-3%	-4%	4%	-10%	3%	6%
COc1ccc(CN2CCNC(=O)C2CC(=O)NC2CCCC2)c(C)c1C (configuration not stated)	-4	-1%	-0.1%	-1%	0%	4%	2%	11%	-7%	-1%	1%
Cc1cnc(NC(=O)c2cc(S(=O)(=O)N(C)C)ccc2N2CCCC2)s1	9	1%[46.1 µM]	-0.2%	-3%	-8%	x	-2%	-1%	u	-16%	1%
Cc1cccc(C)c1NC(=O)COc1ccccc1C(=O)Nc1ccc(Br)cn1	4	-4%[46.1 µM]	-3.9%	-1%	u	1%	0%	3%	12%	5%	9%
COc1cc(NC(=O)c2cc(-c3ccco3)on2)c(OC)cc1Cl	5	4%	0.2%	0%	3%	0%	-4%	-15%	9%	x	2%
CCOc1ccc(CCNC(=O)c2cc3sc(Cl)cc3n2C)cc1OCC	-18	-2%	0.3%	7%	7%	-3%	-4%	6%	-3%	1%	1%
NC(=O)Cc1cn(-c2ncc(C(F)(F)F)cc2Cl)c2ccccc12	-9	-5%	-0.1%	0%	-15%	1%	0%	17%	-3%	7%	3%
CCOc1ccc(N(CC(=O)N2CCCC2)S(=O)(=O)c2c(C)noc2C)cc1	-9	-1%	-0.6%	2%	-3%	3%	-4%	-7%	0%	-6%	3%
Cc1cc2oc(=O)cc(-c3cc4ccccc4o3)c2cc1O	-15	-3%	0.0%	-25%	1%	u	-3%	-4%	-5%	-8%	-20%
CC(C)c1ccc(/C=N/NC(=O)C2CCCC2)cc1	15	-2%	0.1%	-1%	u	-3%	-1%	0%	u	-12%	0%
CC(=O)N1CCN(CC(O)COc2ccc(S(=O)(=O)N3CCOCC3)cc2)CC1 (configuration not stated)	-9	4%	0.1%	1%	u	0%	-4%	-19%	0%	8%	-1%
CN(C)/C=C/c1[nH]c(=O)[nH]c(=O)c1[N+](=O)[O-]	5	5%	-0.2%	-4%	3%	0%	-1%	-7%	u	7%	1%
COc1cc(NC(=S)N2CCCC2)cc(OC)c1	0	3%	-0.7%	1%	-9%	-6%	1%	-16%	-2%	1%	-7%
O=C(Nc1ccccc1)Nc1nnc(-c2ccccc2)o1	15	-8%	4.6%	-2%	-7%	1%	-9%	7%	0%	-3%	1%
N#Cc1ccc(CN2CCN(C(=O)c3cccc(S(=O)(=O)N4CCCCCC4)c3)CC2)cc1	-2	0%	-0.2%	0%	0%	13%	-1%	3%	u	-16%	1%
CN1c2ccccc2Oc2nnc(Cl)cc21	-8	-3%	-0.2%	7%	2%	7%	-2%	-8%	6%	2%	3%
Fc1ccc(-c2cc(C(F)(F)F)nc(N3CCCCC3)n2)cc1	-6	x	-0.4%	-5%	-3%	-2%	-7%	0%	16%	-4%	-1%
CCc1nc2ccccc2n1CC(C)C(=O)O (configuration not stated)	0	-8%[46.1 µM]	-0.4%	0%	0%	0%	-7%	2%	-1%	-9%	1%
COc1ccc(C2CC(c3ccc(C(F)(F)F)cc3)=NN2c2ccc(S(N)(=O)=O)cc2)cc1 (configuration not stated)	18	-1%[46.1 µM]	-0.7%	6%	-19%	x	1%	-1%	1%	u	1%
CC(CCc1ccccc1)NC(=O)c1ccc(Br)o1 (configuration not stated)	-6	-4%	0.4%	0%	0%	9%	1%	-21%	u	7%	0%
CCN(CC)S(=O)(=O)c1ccc(N2CCOCC2)c(NS(=O)(=O)c2cccs2)c1	-4	-4%	-0.1%	-2%	2%	-1%	-1%	-5%	6%	-4%	0%
Cn1cc(SCC(=O)O)c2ccccc21	-2	1%	0.0%	2%	u	11%	-7%	11%	18%	6%	1%
CC(CCc1ccccc1)NC(=O)COC(=O)c1cccs1 (configuration not stated)	-3	0%	-0.2%	3%	4%	0%	2%	8%	12%	1%	-1%
Nc1nc(CSc2ncn(-c3ccccc3)n2)cs1	-2	4%	0.1%	-11%	u	1%	1%	14%	u	x	1%
Cc1cccc(-n2c(N)cc(=O)nc2SCC(=O)Nc2nnc(C)s2)c1	3	1%	-0.2%	-1%	15%	-1%	0%	-10%	-2%	-3%	-1%
CCOC(=O)CN1C(=O)Nc2ccc(Br)cc2C1c1ccccc1 (configuration not stated)	10	4%	-0.4%	-3%	u	-19%	-14%	4%	-18%	-13%	0%
O=C(CCNS(=O)(=O)c1cccc2nsnc12)NCc1ccccc1	3	5%	0.5%	7%	-7%	11%	0%	2%	-8%	1%	0%
CCCC(=O)Nc1sc(C)c(C)c1C(=O)Nc1cccc(C)c1	-9	x	-0.2%	-3%	0%	0%	-12%	-3%	-9%	0%	0%
CC(C)(C)C(=O)Cn1c(NCCO)nc2ccccc21	1	0%[46.1 µM]	0.1%	2%	8%	-2%	-1%	5%	7%	-2%	0%
CN1CCN(CCC(=O)N/N=C/C=C2\N(C)c3ccccc3C2(C)C)CC1	-6	5%	0.0%	-5%	-5%	-5%	3%	-10%	11%	0%	3%
O=c1c2c(nc3n1CCCCC3)sc1c(O)c(Br)ccc12	-12	x	-0.1%	-1%	19%	9%	-4%	3%	u	x	0%
Cc1cc(N2CCOCC2)n2cc(-c3ccccc3)nc2n1	-8	-23%	-0.1%	-6%	4%	4%	-1%	13%	17%	-2%	2%
CCS(=O)(=O)N1CCC(C(=O)Nc2cccc(C(C)=O)c2)CC1	-2	4%	0.0%	-10%	10%	-6%	-1%	-26%	-2%	3%	3%
CCOc1ccc(NC(=S)NNc2ccnc3cc(Cl)ccc23)cc1	2	-13%	-1.0%	5%	u	-2%	-9%	-11%	23µM*	-12%	-1%
COc1ccc(C2C(C(=O)c3ccc(C)o3)=C(O)C(=O)N2Cc2cccnc2)cc1OC (configuration not stated)	-3	-3%	-0.1%	5%	4%	-3%	1%	-11%	-3%	5%	0%
CCn1c(=O)c(C(=O)CN2CCCc3ccccc32)c(N)n(Cc2ccccc2)c1=O	-7	-6%	-0.9%	4%	5%	12%	-2%	4%	u	2%	1%
CCCCN(C(=O)c1cnc2n(c1=O)CCS2)c1ccccc1	-1	-1%	-1.8%	-1%	3%	-4%	-9%	8%	5%	-6%	0%
O=C1CC(Sc2nnnn2-c2ccccc2)C(=O)N1c1cccc(Cl)c1 (configuration not stated)	17	-8%	0.0%	-16%	u	-9%	-1%	-3%	3%	-10%	0%
Cc1c(NC(=O)CN2C(=O)NC3(CCCCC3C)C2=O)cccc1[N+](=O)[O-] (configuration not stated)	4	2%	-0.1%	-4%	0%	0%	0%	1%	u	16%	1%
